NCI-60 one-dose screen, 48 h, at 10 µM unless noted. Numbers give growth in % (100 = growth as untreated, 0 = no growth, -100 = all killed).
MDA-MB-468: MDA-MB-468 breast cancer; 78,000 tested, 8.5% active; AID 2202374
MDA-MB-435: MDA-MB-435 melanoma. AID 1794794. 82,000 tested, 7.8% active
RPMI-8226: RPMI-8226 leukemia cells; 77,000 tested, 7.5% active
MDA-MB-231: MDA-MB-231 breast cancer | 81,000 tested, 5% active | AID 1794789
MOLT-4: MOLT-4 leukemia cells. 80,000 tested, 6.9% active. AID 1794779
MCF7: MCF7 breast cancer; 82,000 tested, 6.3% active; AID 1794796
SR: SR leukemia cells; 73,000 tested, 8.7% active
K-562: K-562 leukemia | 78,000 tested, 7.4% active | AID 1794777
* = called active by the depositor; / = no result given; [ ] = remark or other dose. Rule for the calls: active = growth percent below 10; inactive = the rest.

Values in the order – MDA-MB-468	MDA-MB-435	RPMI-8226	MDA-MB-231	MOLT-4	MCF7	SR	K-562
1	Cc1cc2nc3c(=O)[nH]c(=O)nc-3n(CC=O)c2cc1C
    96	92	140	106	109	99	129	96
2	CC(=O)c1ccc(NCc2nnc3n(Cc4ccccc4)c(=O)c4c5c(sc4n23)CCCC5)cc1
    /	106	74	98	105	99	62	99
3	CCCCCOC(=O)N1CCCC1
    106	113	120	104	75	101	/	107
4	COC(=O)CC[C@@H](C)[C@H]1CC[C@H]2C3CC[C@@H]4C[C@@H]5CC[C@]4(C)[C@@]3(O5)[C@H](Br)[C@@H](Br)[C@]12C (stereo not given in full)
    99	94	88	99	76	88	83	78
5	O=C1NC(=S)S/C1=C/c1ccc2c(c1)OCO2
    110	109	88	100	98	107	111	126
6	COc1ccc([N+](=O)[O-])cc1I
    117	112	110	91	118	94	120	121
7	c1cc2[nH]snc2c2nc(-c3nc4ccc5[nH]snc5c4n3)nc12
    80	114	99	77	104	89	/	112
8	CC(C)(C)C(=O)C(O)C(C)(C)C (stereo not given)
    107	88	104	/	88	94	91	102
9	O=C(O)c1ccc(-c2nn(-c3ccc(C(=O)O)cc3)cc2/C=N/NC(=O)c2ccc(O)cc2)cc1
    98	104	108	86	109	106	113	106
10	CCCCCCCN(CCCCCCC)CC(O)c1ccc2cc(Cl)c3ccccc3c2c1 (stereo not given)
    112	105	93	88	95	100	86	93
11	CN(C)c1ccc(C2C3CSCN3[C@@]3(C(=O)Nc4ccccc43)C2C(=O)c2nc3ccccc3[nH]2)cc1 (stereo not given in full)
    100	97	/	98	86	94	84	92
12	O=C(/C=C/c1cccc(Br)c1)c1ccc(Nc2nc(N3CCCCC3)nc(N3CCCCC3)n2)cc1
    119	91	90	110	96	82	106	99
13	COc1cccc(Cn2cc3c(c2)-c2onc(CN4CCOCC4)c2CC3)c1
    101	106	113	100	102	95	109	94
14	Nc1ccc(I)c(Cl)c1
    110	108	94	102	92	94	104	/
15	O=C(N/C(=C\c1ccc(/C=C(\NC(=O)c2ccccc2)C(=O)N2CCCCC2)cc1)C(=O)N1CCCCC1)c1ccccc1
    102	104	102	104	103	95	/	99
16	O=C1/C(=C/c2cccs2)SC(=S)N1CC(=S)C1CCS(=O)(=O)C1 (stereo not given)
    92	89	79	95	105	87	59	86
17	Cc1n[nH]c(=S)n1C
    112	103	109	104	94	87	93	113
18	COc1ccc2c(c1)c(-c1nc(-c3ccc4ccccc4c3)cs1)cn2C
    10	70	102	80	84	31	50	68
19	CCOC(=O)/C=C/c1cccc2c1C(=O)NC(C)(c1cc3cc(Br)ccc3oc1=O)N2 (stereo not given)
    32	55	32	56	30	35	28	24
20	CCCCNc1ccc(Nc2ccccc2)cc1
    11	72	-25*	64	85	67	62	49
21	Cc1ccc(S(=O)(=O)NC(=O)CCC(=O)Nc2ccc(S(N)(=O)=O)cc2)cc1
    116	106	101	106	106	/	105	106
22	C#CCN1C(=O)/C(=c2\sc3n(c2=O)C2C(NN=3)N(CC)C(=O)N2CC)c2ccccc21 (stereo not given)
    -27*	-63*	19	21	21	23	10	7.6*
23	COC1=C(NC2CCCCC2)C(=O)C(OC)=C(NC2CCCCC2)C1=O
    111	109	121	96	107	106	103	100
24	c1ccc(CCN(CCc2ccccc2)CCN(CCc2ccccc2)CCc2ccccc2)cc1
    53	87	34	66	51	74	55	47
25	COc1ccc(-c2nnc(/N=C3/C(=O)Nc4ccc(Br)cc43)o2)cc1
    91	95	96	108	96	79	98	93
26	Cc1noc2c(Cc3ccc([N+](=O)[O-])cc3)nn(CC(=O)N/N=C/c3ccc(F)cc3)c(=O)c12
    100	97	91	76	86	64	88	80
27	O=C(CC(c1ccccc1)C(C(=O)O)C(=O)O)c1ccccc1 (stereo not given)
    109	104	115	98	90	100	101	101
28	COc1ccc(C(=S)N2CCN(c3ccc(C)cc3)CC2)cc1
    99	109	109	91	96	98	93	96
29	Nc1nc(-c2cccc([N+](=O)[O-])c2)c(N=Nc2cccc([N+](=O)[O-])c2)s1
    62	36	34	20	112	13	68	82
30	Cc1cc(NC(=O)c2cccc(C(F)(F)F)c2)n(-c2nc(-c3ccc4c(c3)OCO4)cs2)n1
    91	99	70	88	78	99	67	79
31	COc1ccc2c(c1)c(-c1nc(-c3c[nH]c4ncccc34)cs1)cn2CCCN1CCCCC1
    58	-85*	-33*	29	-19*	10.0*	-38*	-59*
32	NS(=O)(=O)c1ccc(Nc2nc(NNC(=O)CBr)nc(Nc3ccccc3)n2)cc1
    89	100	96	91	101	96	98	102
33	COC(=O)C1(C)COP(=O)(Nc2ccc(OC)cc2)OC1 (stereo not given)
    106	105	98	110	99	99	93	/
34	N#CC(NS(=O)(=O)c1ccc(Cl)cc1)=C(Cl)Cl
    95	103	99	110	91	94	87	95
35	CCN1CCN(c2ccc(NC(=O)Nc3ccc4c(c3F)CCN4c3ccnc(C(=O)NC)c3)cc2C(F)(F)F)CC1
    99	-93*	-40*	-89*	/	-78*	/	/
36	O=C(NCCNc1nccc(-c2c(-c3cccc(F)c3)nc3sccn23)n1)c1ccccc1
    57	27	46	65	47	24	29	44
37	Cc1nn(C)c2ncnc(Nc3ccccc3Cl)c12
    97	99	109	99	93	92	89	85
38	CSc1nnc(-c2cc(-c3ccccc3)nc3ccccc23)o1
    95	94	51	76	49	79	59	74
39	COc1cc(-c2cc(-c3ccc(N(C)C)cc3)nc(N3CCC(O)CC3)c2C#N)cc(OC)c1OC
    -21*	-18*	-5.9*	-51*	2.6*	0.6*	13	1.7*
40	O=C1NC(=S)S/C1=C\c1ccncc1
    104	108	109	106	88	97	/	93
41	N#C/C(=C\NC(=S)Nc1ccccc1Cl)C(=O)c1ccc2ccccc2c1
    98	105	95	93	95	78	81	101
42	O=c1[nH]c2ccccc2cc1CSc1nccc(-c2ccc(Cl)cc2)n1
    84	93	89	101	81	30	/	85
43	CC12CCCC(=O)C1CC/C(=C\c1ccco1)C2=O (stereo not given)
    104	104	102	119	92	94	67	97
44	Cc1cc2nccnc2cc1C
    110	106	111	106	99	99	99	97
45	O=C(O)Cc1c(-c2noc(-c3ccccc3)c2CC(=O)O)noc1-c1ccccc1
    112	108	104	95	104	99	97	97
46	Clc1ccccc1/C=N/N=C/c1ccccc1Cl
    86	104	97	99	97	75	104	99
47	COc1ccc(/C(Cl)=C(\CNc2ccccn2)c2ccccc2)cc1OC
    98	104	106	101	92	100	84	104
48	COC(=O)CC1=CCC(n2cc(F)c(-n3cncn3)nc2=O)O1 (stereo not given)
    /	107	97	109	103	98	97	95
49	CNC(=O)c1cc(-n2ccc3cc(NS(=O)(=O)c4cc(C(F)(F)F)cc(C(F)(F)F)c4)ccc32)ccn1
    99	100	/	107	98	91	103	89
50	C/C(=N/NC(=S)NC1CCCCC1)c1sc(Nc2ccccc2O)nc1C
    95	71	64	84	72	70	/	83
51	CN(C)CCCNC(=S)Nc1ccc(/C=C/c2ccc(Cl)cc2)cc1
    -89*	-91*	3.2*	-100*	0.5*	-46*	-1.0*	4.5*
52	O=C1NC(=S)N/C1=C\c1ccc(O)cc1
    112	95	/	106	95	102	93	99
53	Cc1ccc(-c2c3c(nc4c2c(C)nn4-c2ccccc2)NC(c2ccc4c(c2)OCO4)NC3)cc1 (stereo not given)
    111	111	107	99	/	89	97	94
54	O=C(NCCO)c1ccc2c(c1)nc(Nc1cccc(Cl)c1)c1ccncc12
    90	98	72	92	88	85	68	87
55	C=C(C)[C@@H]1CC[C@]2(N=C=O)CC[C@]3(C)[C@H](CC[C@@H]4[C@@]5(C)Cc6c([nH]c7ccccc67)C(C)(C)[C@@H]5CC[C@]43C)[C@@H]12
    93	86	19	68	61	39	/	3.7*
56	CCOC(=O)C(Cc1ccc(O)cc1)NC(=O)c1cc2c(cn1)[nH]c1ccccc12 (stereo not given)
    /	108	88	100	81	88	61	79
57	Cc1cc(C)n(Cc2cccc(Cn3c(C)cc(C)c(C#N)c3=O)n2)c(=O)c1C#N
    /	104	112	104	/	101	101	102
58	Cc1cc(Cl)ccc1Nc1nc(C(F)(F)F)ccc1C(=O)N/N=C/c1ccc(F)cc1
    /	32	-42*	-9.7*	-6.7*	-15*	-31*	5.3*
59	Cc1ccc(N=Nc2ccccc2)cc1
    95	101	100	109	96	98	90	112
60	COc1ccc(-c2cc(-c3ccc(Cl)cc3)nc(SCCCCCC(=O)NO)n2)cc1
    109	103	95	105	94	96	42	96

Some of the entries so far, with each value named.
37	Cc1nn(C)c2ncnc(Nc3ccccc3Cl)c12
  MDA-MB-468 = 97 | MDA-MB-435 = 99 | RPMI-8226 = 109 | MDA-MB-231 = 99 | MOLT-4 = 93 | MCF7 = 92 | SR = 89 | K-562 = 85

38	CSc1nnc(-c2cc(-c3ccccc3)nc3ccccc23)o1
  MDA-MB-468 = 95 | MDA-MB-435 = 94 | RPMI-8226 = 51 | MDA-MB-231 = 76 | MOLT-4 = 49 | MCF7 = 79 | SR = 59 | K-562 = 74

39	COc1cc(-c2cc(-c3ccc(N(C)C)cc3)nc(N3CCC(O)CC3)c2C#N)cc(OC)c1OC
  MDA-MB-468 = -21* | MDA-MB-435 = -18* | RPMI-8226 = -5.9* | MDA-MB-231 = -51* | MOLT-4 = 2.6* | MCF7 = 0.6* | SR = 13 | K-562 = 1.7*

40	O=C1NC(=S)S/C1=C\c1ccncc1
  MDA-MB-468 = 104 | MDA-MB-435 = 108 | RPMI-8226 = 109 | MDA-MB-231 = 106 | MOLT-4 = 88 | MCF7 = 97 | SR = / | K-562 = 93

Remaining list, next part
Values in the order – MDA-MB-468	MDA-MB-435	RPMI-8226	MDA-MB-231	MOLT-4	MCF7	SR	K-562
61	COc1ccc(C(=O)COc2cccc(/C=C3\CSc4ccccc4C3=O)c2)cc1
    /	-21*	-62*	77	-66*	-80*	-65*	-73*
62	O=c1c2sc3ncccc3c2nnn1-c1cccc(Cl)c1
    90	105	96	81	89	91	/	89
63	O=C(/N=c1\oc2ccccc2cc1-c1cc2ccccc2[nH]1)Nc1ccccc1
    108	105	71	86	82	63	102	88
64	COC(=O)c1ccc(N=C=O)cc1
    97	94	98	114	87	88	/	96
65	COc1ccc(NC=O)c(OC)c1
    98	97	102	105	102	97	96	97
66	Cn1c(=O)c2c(nc(OCc3ccccc3)n2C)n(C)c1=O
    94	101	104	106	114	100	97	98
67	Nc1c(C(=O)Nc2ccc(F)cc2)sc2nc3c(cc12)C(=O)CCC3
    52	39	99	76	97	77	74	61
68	COc1ccc(-c2nc3ncccn3c2-c2nnc(-c3ccc(OC)c(OC)c3)o2)cc1
    84	87	83	98	92	71	80	87
69	Cn1ccnc1C(=O)/C=C/c1ccc(CNC(=O)c2ccc(Cl)cc2)cc1
    -14*	23	-14*	13	0.8*	10	4.2*	13
70	CCCCCCCCCC(=O)Oc1ccc(/C(=C(/C)Cc2cccc(OC)c2)c2ccc(OCCN(C)C)cc2)cc1
    103	103	106	105	115	58	106	100
71	O/N=C1\c2ccccc2-c2ccc(F)cc21
    9.2*	114	86	88	72	26	91	99
72	N#Cc1c(Nc2ccccc2)nn2c(-c3ccc4ccccc4c3)ccnc12
    90	99	111	99	107	91	104	113
73	O=C(/C=C/c1ccc(OCc2ccccc2)cc1)c1nc2ccccc2[nH]1
    93	99	95	/	96	88	66	106
74	CCOC(=O)/C=C1/S/C(=N\N=C\c2ccc(OS(=O)(=O)C(F)(F)C(F)(F)C(F)(F)C(F)(F)C(F)C(F)(F)F)cc2)N(c2ccccc2)C1=O (stereo not given)
    100	104	104	101	102	93	101	94
75	COC(=O)c1n[nH]c2ccc3nc(-c4cn[nH]c4C(F)(F)F)c4c(c3c12)CCCC4
    74	39	57	39	50	53	12	73
76	CCOC(=O)C(Cc1cccc(F)c1)C(=O)OCC
    97	99	97	106	102	95	111	102
77	COc1ccc(C2C3Cc4cc(OC)c(OC)cc4C3=NN2C(=O)Nc2ccc(C)cc2C)cc1OC (stereo not given)
    104	97	85	94	71	84	85	81
78	O=C(c1ccc(Br)cc1)[C@@H]1[C@@H]2CCCN2[C@]2(C(=O)Nc3ccccc32)[C@H]1c1ccc(O)cc1
    96	92	76	92	69	85	89	71
79	COc1ccccc1C1C(C#N)=C(N)N(c2ccc(F)cc2F)C2=C1C(=O)CC(C)(C)C2 (stereo not given)
    111	102	/	96	95	78	83	84
80	C=C1C(=O)O[C@@H]2C3C(=C(C)CC[C@@H]12)CC1O[C@]13C (stereo not given in full)
    19[6.75 µM]	76[6.75 µM]	44[6.75 µM]	93[6.75 µM]	84[6.75 µM]	44[6.75 µM]	38[6.75 µM]	50[6.75 µM]
81	Nc1ncc(-c2ccc(NS(=O)(=O)c3ccc(C(F)(F)F)cc3Cl)cc2)[nH]1
    95	98	52	80	/	81	/	/
82	CC(=O)C1=C(C)NC(NN)=NC1c1cccc(Cl)c1 (stereo not given)
    105	103	100	97	97	92	97	100
83	Cc1ccc(-c2cc(Cc3cccs3)c(=O)n(Cn3cnc4nc[nH]c4c3=O)n2)cc1
    95	106	95	97	104	99	95	104
84	CSc1nc(N)c(N)c(N)n1
    114	112	102	98	83	105	91	101
85	N=C(N)c1ccc(O)cc1
    106	99	102	114	96	93	101	93
86	CS(=O)(=O)Nc1cc(-c2ccc3ncc(C#N)c(NCc4ccccc4O)c3c2)cnc1Cl
    -23*	6.0*	-21*	6.7*	-0.5*	1.5*	6.9*	22
87	CC(C)(C)OC(=O)/C=C/c1cccc2c1C(=O)NC(C)(c1cc3cc(Cl)ccc3oc1=O)N2 (stereo not given)
    12	62	2.0*	67	-15*	18	8.9*	17
88	COc1cc(C(=O)/C=C/c2ccc(N3CCN(C)CC3)cc2)cc(OC)c1OC
    /	96	107	92	98	96	91	2.2*

Reformatted screen by screen: entries from further up
65: COc1ccc(NC=O)c(OC)c1
66: Cn1c(=O)c2c(nc(OCc3ccccc3)n2C)n(C)c1=O
67: Nc1c(C(=O)Nc2ccc(F)cc2)sc2nc3c(cc12)C(=O)CCC3
entry no.	65	66	67
MDA-MB-468	98	94	52
MDA-MB-435	97	101	39
RPMI-8226	102	104	99
MDA-MB-231	105	106	76
MOLT-4	102	114	97
MCF7	97	100	77
SR	96	97	74
K-562	97	98	61
